Assay outcomes: PubChem BioAssay, several laboratories
HEK293 NFkB inh = inhibitors of PMA/ionomycin-induced NF-kB reporter, primary screen, antigen receptor NF-kB inhibitor project, cell-based, HEK-293 luciferase reporter, luminescence; HEK-293 NF-kB luciferase reporter; inhibition, % at 3 µM; 0.21% of 62,000 active;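 active = inhibition above the mean of all tested compounds plus 3 SD, cut at about 40% in these data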;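 also: 0% = stimulated DMSO wells and 100% = 10 µM reference inhibitor 5653914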
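Material: HEK-293 cells with stable firefly luciferase reporter driven by four HIV NF-kB elements / Also added: PMA plus ionomycin mix as NF-kB-activating stimulus / Compound dosing: 3 µM once, 0.30% DMSO / Times: 1 h pretreatment, 16 h stimulation, 37 °C / Signal: luminescence / Evaluation: per-plate % inhibition versus controls / Benchmarks: DMSO and 10 µM reference inhibitor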
M1 ag = M1 muscarinic receptor agonists, primary screen, CHO-M1 cells, Fluo-4 calcium, agonist mode; Muscarinic acetylcholine receptor M1; 3% of 64,000 active; B-score at 10 µM; AID 626, 2007; Fluo-4 calcium fluorescence; stronger effect = higher value;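 active = fluorescence rise, raw or as B-score row- and column-corrected plate score, outside the 99.7% band of its plate's samples, either direction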
NADH coupling = inhibitors of PK/LDH coupling enzymes, profiling panel, artefact control, biochemical, MLSMR library; coupled PK/LDH NADH assays, four targets; IC50, µM (titrated, usually from 10 µM), for the others: at the highest dose inhibition; 0.02% of 65,000 active; AID 774, 2007;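 active = single-dose screening hits from any of four coupled enzyme assays that gave an IC50 when retested across doses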;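 also: the DPM-DC format reads NADH fluorescence rather than 340 nm absorbance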
M1 antagonist = antagonists of rat M1 muscarinic receptor | CHO-M1 cells, Fluo-4 calcium, ACh EC80 antagonist mode; stronger effect = lower value | B-score at 10 µM | 3.4% of 64,000 active;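 active = calcium fluorescence response, raw or row-and-column corrected B-score, differing from the plate sample mean either way at a set confidence level, mostly lower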
SF1 activator = activators of human SF-1, primary screen, cell-based, CHO-K1, Gal4-SF-1 LBD, luciferase luminescence | activation, % at 10 µM | 1.9% of 65,000 active | CHO-K1 Gal4-SF-1 LBD luciferase reporter; % increase over DMSO SF-1-specific signal | Steroidogenic factor 1 (Homo sapiens), Q13285 | AID 522, 2006;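 active = activation above the mean activation of all tested compounds plus 3 SD, cut at about 50% in these data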
Target sequence (Q13285 whole entry, looked up, the tested form may be a part): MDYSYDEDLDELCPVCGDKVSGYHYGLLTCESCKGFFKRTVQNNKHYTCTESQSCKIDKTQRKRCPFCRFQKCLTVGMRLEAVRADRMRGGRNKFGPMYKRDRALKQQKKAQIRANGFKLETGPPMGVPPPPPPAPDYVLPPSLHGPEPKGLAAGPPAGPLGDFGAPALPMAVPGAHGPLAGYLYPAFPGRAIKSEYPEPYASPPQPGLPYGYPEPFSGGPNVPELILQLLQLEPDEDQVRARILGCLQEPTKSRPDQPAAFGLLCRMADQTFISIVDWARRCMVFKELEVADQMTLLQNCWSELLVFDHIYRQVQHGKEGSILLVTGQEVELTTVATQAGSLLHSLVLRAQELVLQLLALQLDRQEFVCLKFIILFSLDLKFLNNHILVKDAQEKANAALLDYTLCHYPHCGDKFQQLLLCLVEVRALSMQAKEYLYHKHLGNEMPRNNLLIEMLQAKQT
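Material: CHO-K1 cells with Gal4–hSF-1 LBD chimera plus Gal4-driven luciferase / Input: 4,000 CHO-K1 cells per well / Incubation: compound exposure 20 h at 37 °C / Signal: luminescence read 15 min after SteadyLite luciferase reagent, after room-temperature equilibration / Read-out: percent activation versus DMSO / Benchmarks: DMSO negative control and −SF1 background wells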
tolC growth inh = growth inhibitors of E. coli tolC mutant, primary screen, strain BW25113 ΔtolC::kan, 384-well; OD615; growth inhibition, % at 10 µM (by protocol); 2.2% of 65,000 active; AID 573, 2007;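 active = growth inhibition at or above a cutoff equal to the mean over every tested compound plus 3 SD, cut at about 60% in these data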;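 also: growth measured after 20 h incubation at 37 °C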
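Test system: E. coli BW25113 ΔtolC::kan bacteria; incubation: 37 °C, 20 h exposure; medium: LB broth supplemented with 50 µg/mL kanamycin; read-out basis: percent growth inhibition; signal: A615 absorbance measurement; compound: 10 µM final, single dose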
D1 allo mod = D1 CRE-luciferase signal change, two-sided – cell-based, HEK293 D1, dopamine EC30, D1 allosteric modulator project, primary screen; D(1A) dopamine receptor (Homo sapiens), P21728; dopamine EC30 potentiation; actives deviate in either direction; B-score at 10 µM; 5.9% of 58,000 active; AID 641, 2007;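 active = luminescence count or its row- and column-corrected plate score outside the 99.7% band of the plate's sample wells, on either side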
TNAP act DEA = human TNAP enzyme activators, primary screen, biochemical, luminescent, intermediate phosphate acceptor level; Alkaline phosphatase, tissue-nonspecific isozyme (Homo sapiens), P05186; purified TNAP, CDP-star luminescence, 100 mM DEA, 30 min; stronger effect = higher value; scale: 0 levamisole-inhibited, 1 vehicle-only enzyme; activation factor at 20 µM; 64,000 tested, under 10 active; AID 813, 2007;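 active = activation factor of at least 2 at 20 µM, relative to controls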
Target sequence (P05186 whole entry, looked up): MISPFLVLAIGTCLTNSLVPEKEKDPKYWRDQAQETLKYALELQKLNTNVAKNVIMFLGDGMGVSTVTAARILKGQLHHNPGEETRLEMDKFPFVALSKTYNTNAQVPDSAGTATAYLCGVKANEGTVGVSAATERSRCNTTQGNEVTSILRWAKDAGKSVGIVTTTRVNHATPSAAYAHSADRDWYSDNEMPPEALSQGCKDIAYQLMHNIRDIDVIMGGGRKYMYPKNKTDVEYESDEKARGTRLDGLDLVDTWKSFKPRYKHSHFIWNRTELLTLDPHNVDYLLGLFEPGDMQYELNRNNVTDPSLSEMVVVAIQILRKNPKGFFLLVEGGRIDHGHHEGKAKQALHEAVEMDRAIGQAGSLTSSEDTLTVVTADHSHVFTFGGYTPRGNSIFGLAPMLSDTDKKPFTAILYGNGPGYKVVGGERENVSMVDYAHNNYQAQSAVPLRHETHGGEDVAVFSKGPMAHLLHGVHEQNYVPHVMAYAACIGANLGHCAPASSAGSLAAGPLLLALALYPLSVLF
Jurkat tox 60K = cytotoxicity toward Jurkat T cells, primary screen, cytotoxicity control, cell-based, Jurkat E6.1, 60K MLSMR library | inhibition, % at 4 µM | 1.2% of 56,000 active | AID 463, 2006 | Jurkat E6.1 viability, ATP luminescence, 48 h;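 active = inhibition above the mean inhibition of all tested compounds plus 3 SD, cut at about 28% in these data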
* hit, by the source's call; [ ] = another dose, or the depositor's remark.

Screening O=C(CSc1nc2ccccc2c(=O)n1Cc1ccco1)c1ccc(F)cc1 returned HEK293 NFkB inh 26, M1 ag -0.58, NADH coupling 5%, M1 antagonist 0.19, SF1 activator -4, tolC growth inh 0, D1 allo mod 0.027, TNAP act DEA 0.9 and Jurkat tox 60K 11.
O=[n+]1c2c(n([O-])c3cc(F)c(N4CCCC4)cc31)CCCC2 was read as HEK293 NFkB inh 14, M1 ag 188*, NADH coupling 1%, M1 antagonist 0.9, SF1 activator 22, tolC growth inh 7, D1 allo mod -0.71, TNAP act DEA 0.8 and Jurkat tox 60K 12.
`Fc1ccccc1CSc1nnc(-c2ccccc2)o1` gave HEK293 NFkB inh -36, M1 ag -1.3, NADH coupling 6%, M1 antagonist -0.048, SF1 activator 58*, tolC growth inh 43, D1 allo mod -0.018, TNAP act DEA 0.9 and Jurkat tox 60K 6.
Cc1cc(C)n(-c2nc3ccccc3nc2Nc2ccc(CC(=O)O)cc2)n1 was read as HEK293 NFkB inh 8, M1 ag 0.52, NADH coupling 1%, M1 antagonist -0.061, SF1 activator 5, tolC growth inh 21, D1 allo mod 21*, TNAP act DEA 1 and Jurkat tox 60K -3.
`CCn1nnc(NC(=O)c2ccccc2Br)n1` gave HEK293 NFkB inh -2, M1 ag -0.42, NADH coupling 4%, M1 antagonist -0.81, SF1 activator 30, tolC growth inh -13, D1 allo mod -1.1, TNAP act DEA 0.8 and Jurkat tox 60K 2.
Screening CCOc1cccc(N2C(=O)CC(n3cnc4ccccc43)C2=O)c1 (configuration not stated) returned HEK293 NFkB inh 14, M1 ag 0.067, NADH coupling 4%, M1 antagonist 0.056, SF1 activator -7, tolC growth inh -2, D1 allo mod -0.35, TNAP act DEA 0.8 and Jurkat tox 60K -3.
Brc1ccc(CSc2ncnc3nc[nH]c23)cc1 was read as HEK293 NFkB inh 10, M1 ag -2, NADH coupling 5%, M1 antagonist -0.044, SF1 activator 2, tolC growth inh 15, D1 allo mod -0.75, TNAP act DEA 1 and Jurkat tox 60K -4.
Screening COc1cc(OC)c(-c2nn3c(C4CCCCC4)nnc3s2)cc1OC returned HEK293 NFkB inh 15, M1 ag 0.041, NADH coupling 8%, M1 antagonist -0.38, SF1 activator -17, tolC growth inh 7, D1 allo mod 5.2*, TNAP act DEA 0.9 and Jurkat tox 60K 2.
Screening CC1CCN(S(=O)(=O)c2ccc3c(c2)c(=O)c(C(=O)N2CCCCC2)cn3C)CC1 returned HEK293 NFkB inh 17, M1 ag -0.29, NADH coupling 5%, M1 antagonist 0.02, SF1 activator 2, tolC growth inh 4, D1 allo mod -0.39, TNAP act DEA 0.9 and Jurkat tox 60K 0.
`Cc1ccc(SCc2[nH]nc3c2C2(CCSCC2)C(C#N)=C(N)O3)cc1` gave HEK293 NFkB inh -2, M1 ag -1.6, NADH coupling 1%, M1 antagonist 0.87, SF1 activator -10, tolC growth inh 28, TNAP act DEA 1 and Jurkat tox 60K 0.
For CC1=CC2=C(OC1N(C)C)c1cccc3cccc(c13)C2=O (configuration not stated) the results were HEK293 NFkB inh 4, M1 ag 2.2, NADH coupling 2%, M1 antagonist -0.14, SF1 activator 6, tolC growth inh 22, D1 allo mod -0.045, TNAP act DEA 0.8 and Jurkat tox 60K -6.
For CCn1nc(NC(=O)c2cccnc2)c2cc3ccccc3nc21 the results were M1 ag 5*, NADH coupling 3%, M1 antagonist -0.096, SF1 activator 7, tolC growth inh 18, D1 allo mod 6.6* and TNAP act DEA 0.8.
For CN(C)Cc1c(O)ccc2occ(C(O)c3ccccc3)c12 (configuration not stated) the results were HEK293 NFkB inh 7, M1 ag 0.38, NADH coupling 4%, M1 antagonist 0.49, SF1 activator 5, tolC growth inh -19, D1 allo mod 0, TNAP act DEA 0.9 and Jurkat tox 60K 5.
N#Cc1ccccc1NCc1ccccc1 was read as HEK293 NFkB inh 21, M1 ag -0.38, NADH coupling 5%, M1 antagonist -0.77, SF1 activator 13, tolC growth inh -4, D1 allo mod 1.3, TNAP act DEA 0.9 and Jurkat tox 60K -1.
O=C1NCCCC1C(=O)N1CCN(C(=O)c2ccco2)CC1 (configuration not stated) was read as HEK293 NFkB inh 9, M1 ag -0.58, NADH coupling 3%, M1 antagonist -0.046, SF1 activator -19, tolC growth inh -10, D1 allo mod 0.35, TNAP act DEA 1 and Jurkat tox 60K 0.
`Cc1ccc(Cn2nnc3c(=O)n(Cc4cc(C)ccc4C)cnc32)cc1` gave HEK293 NFkB inh 2, M1 ag -0.16, NADH coupling 3%, M1 antagonist 1.8, SF1 activator -2, tolC growth inh 2, D1 allo mod -0.39 and Jurkat tox 60K -4.
For O=S(=O)(c1ccc(SCCO)nc1)N1CCCC1 the results were HEK293 NFkB inh 14, NADH coupling 8%, SF1 activator -3, tolC growth inh -2, D1 allo mod -1 and TNAP act DEA 0.9.
For CCOC(=O)c1c(C)[nH]c(C(=O)COC(=O)c2ccncc2)c1C the results were HEK293 NFkB inh 7, M1 ag -1.4, NADH coupling 8%, M1 antagonist -0.35, SF1 activator 8, tolC growth inh -2, D1 allo mod 0.66, TNAP act DEA 0.9 and Jurkat tox 60K -6.
For CCCCCCOC(=O)C(C#N)c1nc2ccccc2nc1N1CCN(CC)CC1 (configuration not stated) the results were HEK293 NFkB inh 14, M1 ag 4.1*, NADH coupling 9%, M1 antagonist -1.1, SF1 activator 2, tolC growth inh 57, D1 allo mod -4.1*, TNAP act DEA 0.8 and Jurkat tox 60K -10.
`Cc1ccc(C(=O)Nc2nc(COc3ccccc3)cs2)s1` gave HEK293 NFkB inh -5, M1 ag -0.39, NADH coupling 4%, M1 antagonist -0.59, SF1 activator 16, tolC growth inh 79*, D1 allo mod -0.2, TNAP act DEA 1 and Jurkat tox 60K 14.

Among those listed so far, three contain fluorine.
Screening O=C(CSc1nc2ccccc2c(=O)n1Cc1ccco1)c1ccc(F)cc1 returned HEK293 NFkB inh 26, M1 ag -0.58, NADH coupling 5%, M1 antagonist 0.19, SF1 activator -4, tolC growth inh 0, D1 allo mod 0.027, TNAP act DEA 0.9 and Jurkat tox 60K 11.
O=[n+]1c2c(n([O-])c3cc(F)c(N4CCCC4)cc31)CCCC2 was read as HEK293 NFkB inh 14, M1 ag 188*, NADH coupling 1%, M1 antagonist 0.9, SF1 activator 22, tolC growth inh 7, D1 allo mod -0.71, TNAP act DEA 0.8 and Jurkat tox 60K 12.
`Fc1ccccc1CSc1nnc(-c2ccccc2)o1` gave HEK293 NFkB inh -36, M1 ag -1.3, NADH coupling 6%, M1 antagonist -0.048, SF1 activator 58*, tolC growth inh 43, D1 allo mod -0.018, TNAP act DEA 0.9 and Jurkat tox 60K 6.

(continued)
Screening CC1=CCC2C(=O)N(c3nc4ccccc4n3C)C(=O)C2C1 (configuration not stated) returned HEK293 NFkB inh 3, M1 ag -0.23, NADH coupling 3%, M1 antagonist -0.92, SF1 activator 12, tolC growth inh -5, TNAP act DEA 1 and Jurkat tox 60K -7.
For COC(=O)C1=CNC=C(C(=O)OC)C1c1ccc(C(=O)OC)cc1 the results were HEK293 NFkB inh 14, M1 ag -0.019, NADH coupling 9%[fluoresces], M1 antagonist -3.2*, SF1 activator -6, tolC growth inh 12, D1 allo mod 0.61, TNAP act DEA 1 and Jurkat tox 60K 6.
c1ccc2c(c1)NC(c1ccncc1)n1c-2nc2ccccc21 (configuration not stated) was read as M1 ag -0.011, NADH coupling 5%, M1 antagonist 0.03, SF1 activator 31, tolC growth inh 11, D1 allo mod 1.5 and TNAP act DEA 0.9.
Screening Cc1ccc2c(c1)-c1c(cnn1CC(=O)N(CCC#N)c1ccccc1)CO2 returned HEK293 NFkB inh 4, M1 ag 0.0069, NADH coupling 4%, M1 antagonist -0.027, SF1 activator -10, tolC growth inh 2, TNAP act DEA 0.9 and Jurkat tox 60K 10.
`CC1(C)C2CCC13CS(=O)(=O)N[C@@H]3C2` (some centres not stated) gave HEK293 NFkB inh -3, M1 ag -1.2, NADH coupling 3%, M1 antagonist 0.55, SF1 activator 16, tolC growth inh -9, D1 allo mod 0.51, TNAP act DEA 0.9 and Jurkat tox 60K -1.
For CCN(CC)C(=O)COn1c(SCC(=O)N(CC)CC)nc2ccccc2c1=O the results were M1 ag -0.6, NADH coupling 3%, M1 antagonist 0.25, SF1 activator 1, tolC growth inh 10, D1 allo mod -0.0089 and TNAP act DEA 0.9.
For COn1c(C)c(C(C)=O)c2c3nonc3ccc21 the results were HEK293 NFkB inh 8, M1 ag -0.37, NADH coupling 15%, M1 antagonist 0.92, SF1 activator 7, tolC growth inh 0, D1 allo mod 0.23, TNAP act DEA 0.8 and Jurkat tox 60K -10.
CCCSc1nc2c(cnn2-c2ccccc2)c(=O)[nH]1 was read as HEK293 NFkB inh 10, M1 ag 0.96, NADH coupling 3%, M1 antagonist 0.13, SF1 activator -5, tolC growth inh 11, D1 allo mod 11*, TNAP act DEA 1 and Jurkat tox 60K -6.
Cc1cccc(-c2nnc3sc(-c4ccccc4)nn23)c1 was read as HEK293 NFkB inh -13, M1 ag -0.92, NADH coupling 10%, M1 antagonist -0.35, SF1 activator -6, tolC growth inh -12, D1 allo mod 7.6*, TNAP act DEA 1 and Jurkat tox 60K -5.
Screening O=C(CN1CCN(C(c2ccccc2)c2ccccc2)CC1)N1CCOCC1 returned HEK293 NFkB inh 7, M1 ag -0.021, NADH coupling 13%, M1 antagonist -19*, SF1 activator -3, tolC growth inh -18, D1 allo mod 0.047, TNAP act DEA 0.9 and Jurkat tox 60K 4.
For CCOC(=O)C1CCCN(C(=O)N2CCOCC2)C1 (configuration not stated) the results were HEK293 NFkB inh -5, M1 ag -0.31, NADH coupling 8%, M1 antagonist -0.026, SF1 activator 1, tolC growth inh 13, D1 allo mod -0.36, TNAP act DEA 1 and Jurkat tox 60K -1.
Screening Cc1cc(NC(=O)CCC2CCCC2)no1 returned HEK293 NFkB inh 11, M1 ag -1.1, NADH coupling 4%, M1 antagonist -0.42, SF1 activator 11, tolC growth inh 1, D1 allo mod -0.027, TNAP act DEA 0.9 and Jurkat tox 60K -1.
`CCOc1ccccc1OCC(=O)Nc1ccc(S(=O)(=O)N(C)C)cc1` gave HEK293 NFkB inh 6, M1 ag 0.8, NADH coupling 6%, M1 antagonist 0.013, SF1 activator -9, tolC growth inh 8, D1 allo mod -0.47, TNAP act DEA 1 and Jurkat tox 60K -4.
